# Screening data from PubChem BioAssay.
# 15-hLO-2 inh = blocks human 15-lipoxygenase 2 activity. purified 15hLO-2, xylenol orange hydroperoxide absorbance. Potency, µM (series often up to 57.1 µM), for inactives: at the top dose activity change, negative = inhibition, usual class: inhibitors. 0.56% of 110,000 active. AID 881; also: potency is read from the fitted curve at half-maximal effect; nearly all actives have a fitted effect of over 60% in size; many of its hits are not listed in these tables
#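 Purified human 15hLO-2 (50 nM) preincubated 15 min with compound, then 45 uM arachidonic acid for 90 min at RT in 25 mM Hepes pH 7.5, 0.01% Triton X-100. Hydroperoxide detected by Fe-xylenol orange; 573/405 nm absorbance ratio.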
# PNC inhibitor = blocks assembly of the perinucleolar compartment; PC3M PTB-GFP, PNC prevalence imaging, 16 h; stronger effect = lower value; activity change (PNC), negative = inhibition, % at 10 µM; 3.1% of 140,000 active;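 active = readout at or below -70, meaning at least 70% loss of cells showing the perinucleolar compartment, a nuclear body marking cancer cells; inconclusive = readout between -30 and a set limit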;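 also: plate controls were DMSO wells for no effect and camptothecin positive control wells for full effect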
#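 PC3M cells stably expressing PTB-GFP, 750–1000 cells/well, treated 16 h at 37 °C with compound (23 nl of library stock), in duplicate. After paraformaldehyde fixation and Hoechst stain, imaged at 20x; PNC prevalence scored by image analysis.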
# IMPase inh = cell-permeable inhibitors of inositol monophosphatase (IMPase); AID 901; 120,000 tested, under 10 active; P97697; CHO-M1 cells, IP1 accumulation, HTRF TR-FRET ratio; inhibition (IP1 accumulation), % at 46.1 µM; active = well fitted curve in the direction sought with a large enough effect in the signal ratio, not every such curve was filed as active; inconclusive = small, poorly fitted or top-dose-only effect, or a change in a side signal; inactive = no such curve, though single readings can be large or run the other way; the % refers to the signal ratio;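 also: cells stimulated with carbachol in lithium chloride buffer; plate controls were DMSO basal wells for no effect and reference inhibitor wells for full effect; higher means more IMPase inhibition seen as more IP1 and lower FRET ratio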
# Target sequence (P97697 whole entry, looked up): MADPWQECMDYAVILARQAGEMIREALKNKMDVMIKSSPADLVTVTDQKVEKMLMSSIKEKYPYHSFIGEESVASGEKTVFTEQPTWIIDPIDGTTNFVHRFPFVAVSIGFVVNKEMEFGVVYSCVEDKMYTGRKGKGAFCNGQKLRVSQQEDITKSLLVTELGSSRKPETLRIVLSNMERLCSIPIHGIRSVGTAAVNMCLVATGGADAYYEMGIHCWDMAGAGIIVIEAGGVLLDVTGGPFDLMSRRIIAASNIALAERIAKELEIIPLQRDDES
#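 Seeded CHO-M1 cells were dosed with compound at up to 46 uM, stimulated with carbachol for 30 min, then lysed in IP-One detection reagents. Higher IP1 lowers the TR-FRET signal.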
# ALOX12 inhib = inhibitors of human 12-lipoxygenase (ALOX12); purified 12-hLO, xylenol orange hydroperoxide absorbance; AID 1452; 0.12% of 150,000 active; P18054; Potency, µM (series often up to 57.1 µM), without a hit: at the highest dose activity change, negative = inhibition, hits mostly inhibitors; also: potency is read from the fitted curve at half-maximal effect; nearly all actives have a fitted effect of over 55% in size; many of its hits are not listed in these tables
# Target sequence (P18054 whole entry, looked up): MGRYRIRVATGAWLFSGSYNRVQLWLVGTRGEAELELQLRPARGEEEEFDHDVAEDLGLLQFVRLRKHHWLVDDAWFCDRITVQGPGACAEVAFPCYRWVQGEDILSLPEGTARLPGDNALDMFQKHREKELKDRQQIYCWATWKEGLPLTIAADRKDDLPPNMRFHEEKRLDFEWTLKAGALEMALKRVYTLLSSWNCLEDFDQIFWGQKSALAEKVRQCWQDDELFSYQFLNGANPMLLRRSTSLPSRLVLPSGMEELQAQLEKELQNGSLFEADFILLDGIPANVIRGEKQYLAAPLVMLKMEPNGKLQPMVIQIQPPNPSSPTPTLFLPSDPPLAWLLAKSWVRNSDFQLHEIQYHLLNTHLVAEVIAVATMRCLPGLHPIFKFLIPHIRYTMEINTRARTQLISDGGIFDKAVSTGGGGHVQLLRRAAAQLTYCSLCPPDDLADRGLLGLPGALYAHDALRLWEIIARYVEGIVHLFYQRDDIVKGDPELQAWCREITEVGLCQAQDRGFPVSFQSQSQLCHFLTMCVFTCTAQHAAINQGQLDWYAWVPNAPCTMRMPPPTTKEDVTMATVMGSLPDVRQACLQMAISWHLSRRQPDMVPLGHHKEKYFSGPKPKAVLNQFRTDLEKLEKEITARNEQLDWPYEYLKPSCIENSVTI
#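 Lipoxygenase turnover measured by absorbance at 573 and 405 nm after Fe-XO development. Human 12hLO 150 nM, arachidonate 40 uM, pH 7.0 Hepes buffer with detergent; 15 min compound preincubation, 30 min reaction.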
# Starred values were filed as active, the others as inactive; ? = inconclusive; . = no result given; [ ] = dose if it differs, or a comment. Unless noted, calls follow the shape of the dose curve; as a rule, active = well fitted curve in the direction sought with a large enough effect; inconclusive = small, poorly fitted or top-dose-only effect, or another doubt; inactive = no such curve, though single readings can be large; an effect the other way counts as inactive or inconclusive. Unless noted, % is scaled to controls: 0 for no effect and ±100 for the full control effect. The list is partial (hit frequency here may not be typical).
SMILES,15-hLO-2 inh,PNC inhibitor,IMPase inh,ALOX12 inhib
O=C1NC(c2ccc(-c3ccccc3[N+](=O)[O-])o2)C(C(=O)c2ccc(F)cc2)C(O)(C(F)(F)F)N1 (stereo not drawn),.,-22,-4,-1%
CC(C)CN1CCCC2(CCN(C(=O)c3cccn3C)CC2)C1,-1%,.,.,-1%
CCNC(=O)COC(=O)/C=C/c1ccccc1[N+](=O)[O-],-1%,26,-8,6%
CCCN(CCC)C1=N/C(=C\c2ccco2)C(=O)N1c1ccccc1,-24%,17,4,?
Cn1c(=O)cc(SCC(=O)NCc2ccco2)c2ccccc21,-3%,-10,-8,-8%
Cc1ccc(C2=NC(C(F)(F)F)(C(F)(F)F)c3c(n(-c4ccc(F)cc4)c(=O)[nH]c3=O)N2)cc1,.,25,.,-2%
O=C(CN1C(=O)/C(=C/c2ccccc2)SC1=S)Nc1ncc(Cc2ccccc2)s1,-29%,14,-2,2%
CCC(=O)N1CCc2cc(Br)cc(S(=O)(=O)NCc3ccco3)c21,3%,?,8,-4%
O=Nc1c(O)n(Cc2ccc(Cl)c(Cl)c2)c2ccccc12,?,29,-10,-11%
Cc1ccccc1NN=Nc1nc2c([nH]1)c(=O)n(C)c(=O)n2C,.,0,.,-1%
COc1ccccc1CNS(=O)(=O)c1c(C)noc1C,-8%,26,0,-8%
COc1ccc(Nc2nnc(SCc3cc(=O)n4ccsc4n3)s2)cc1,?,?,3,-15%
COC(=O)c1c(NC(=O)Nc2ccc(Cl)cc2)sc(C)c1C,3%,-16,-18,1%
O=C(Nc1cccc(OC(=O)c2cccnc2)c1)c1cccnc1,3%,59,2,2%
COc1ccc(-c2nnc(SCC(=O)c3ccco3)n2-c2ccccc2)cc1,-12%,29,-3,-4%
CC(C)Cn1c(N)c(C(=O)CSc2ncnc3sc4c(c23)CCCC4)c(=O)n(C)c1=O,.,-8,.,0%
CCc1nnc(NC(=O)c2c(O)c3cccc4c3n(c2=O)CC4)s1,0%,3,-2,5%
CCn1cc([N+](=O)[O-])c(C(=O)Nc2ccn(Cc3ccccc3F)n2)n1,1%,?,-6,-4%
Cc1cc(=O)[nH]c(-n2nc(C)c(Oc3ccccc3O)c2C)n1,2%,?,11,-1%
CCCC1C(C#N)=C(N)Oc2n[nH]c(C(C)(C)C)c21 (stereo not drawn),5%,-114*,0,3%
COc1ccc(C2CC(c3ccc(Cl)cc3)=NN2C(=O)c2cccc([N+](=O)[O-])c2)cc1 (stereo not drawn),.,3,4,6%
Clc1ccc(CN2CCN(c3ncnc4scc(-c5cccs5)c34)CC2)cc1,23%,1,5,0%
COc1ccc(OCc2ccc(C(=O)NN)cc2)cc1,-4%,?,-5,5%
COc1ccc(OC)c2[nH]c(=O)c(CCNC(C)=O)cc12,-3%,?,-7,-2%
COc1ccccc1N1CCN(C(=O)CSc2nc3ncnc(N)c3[nH]2)CC1,-1%,?,-5,-3%

# (continued)
SMILES,15-hLO-2 inh,PNC inhibitor,IMPase inh,ALOX12 inhib
S=C(NCCc1ccccc1)Nc1ccccn1,.,11,.,?
O=C(Nc1ccc(Cl)cc1C(=O)N1CCOCC1)c1ccco1,-7%[11.4 µM],12,?,-2%
O=C(O)c1cccc2c1C(=O)N(Cc1ccncc1)C2,-3%,-3,7,-3%
COC(=O)COc1cc(Br)c(/C=C2/SC(=O)N(CC(=O)N3CCCC3)C2=O)cc1OC,-5%,-4,-17,2%
CCOC(=O)c1sc2nc3n(c(=O)c2c1C)CCC3,.,24,.,-5%
COC(=O)c1ccc(C23CC4(C2)[C@H](CN(Cc2cccnc2)[C@@H]4c2ccccc2)C3c2ccc(C(F)(F)F)cc2)cc1 (stereo partly drawn),29%,.,.,-10%
O=C(CSCc1ccc(Cl)cc1Cl)Nc1c[nH]c(=O)[nH]c1=O,.,11,-5,-2%
COc1ccc(C2C=C(c3ccccc3)Nc3ncnn32)cc1 (stereo not drawn),7%,22,-10,1%
Cc1cccc(C)c1N(CC(=O)N1CCN(C)CC1)S(C)(=O)=O,-1%,?,7,2%
Oc1ccc(Oc2ncc(Cl)cc2Cl)cc1,-3%,42,-3,0%
Cn1c(SCC(=O)NC(C)(C)C)nc(O)cc1=O,-2%,25,5,0%
Cc1cccc(NC(=S)Nc2cccc(C(F)(F)F)c2)n1,.,31,.,-25%
CCOc1ccc(NC(=O)c2ccc(S(=O)(=O)N(C)C)cc2)cc1,-3%,?,10,-2%
O=C(Nc1ncn[nH]1)c1c(Cl)ccc(Cl)c1Cl,11%,?,-1,0%
CC1(C)OC(=O)N2CCc3ccccc3C21C (stereo not drawn),.,-11,6,4%
C=CCCc1ccc(C#N)c(SCc2c(C(=O)OCC)c3cc(OC(C)=O)c(Br)cc3n2C)n1,.,-28,0,3%
COc1ccc(N(CC(=O)NCC2CCCO2)S(=O)(=O)c2c(C)noc2C)cc1 (stereo not drawn),3%,61,2,0%
COc1cc(CNc2cc(C)ccc2C)cc(OC)c1OC,1%,?,9,-1%
COC(=O)c1cccc(NC(=O)c2cc(OC)c(OC)c(OC)c2Br)c1,.,3,.,-6%
C=CCN1C(=O)S/C(=C\c2ccc3c(c2)n(C)c(=O)n3C)C1=O,.,13,.,3%
COc1ccc(/C=N/NC(=O)c2ccc(Cl)cc2Cl)cc1COC(C)=O,.,14,.,-2%
O=C(NCCNCCO)c1c(O)c2cccc3c2n(c1=O)CCC3,26%,-15,-3,6%
COC1CCCCC1Nc1cc(C)ccc1C (stereo not drawn),-10%,15,-6,-5%
O=C(Cn1c(=O)n(-c2ccccc2)c(=O)c2oc3ccccc3c21)Nc1ccccc1,.,-16,4,-1%
O=C(CCN1CCN(c2ccc(Cl)cc2)CC1)Nc1nccs1,14%,-4,9,4%

# Sorted by heavy-atom count (low to high): 5 of the compounds above.
SMILES,15-hLO-2 inh,PNC inhibitor,IMPase inh,ALOX12 inhib
CC1(C)OC(=O)N2CCc3ccccc3C21C (stereo not drawn),.,-11,6,4%
Cn1c(=O)cc(SCC(=O)NCc2ccco2)c2ccccc21,-3%,-10,-8,-8%
COC(=O)c1cccc(NC(=O)c2cc(OC)c(OC)c(OC)c2Br)c1,.,3,.,-6%
O=C(CN1C(=O)/C(=C/c2ccccc2)SC1=S)Nc1ncc(Cc2ccccc2)s1,-29%,14,-2,2%
O=C(Cn1c(=O)n(-c2ccccc2)c(=O)c2oc3ccccc3c21)Nc1ccccc1,.,-16,4,-1%

# Compound profiles, as listed above. Values in the order: 15-hLO-2 inh	PNC inhibitor	IMPase inh	ALOX12 inhib
# Profile of COC(=O)c1ccc(C23CC4(C2)[C@H](CN(Cc2cccnc2)[C@@H]4c2ccccc2)C3c2ccc(C(F)(F)F)cc2)cc1 (stereo partly drawn) = 29%	.	.	-10%
# Profile of O=C(O)c1cccc2c1C(=O)N(Cc1ccncc1)C2 = -3%	-3	7	-3%
# Profile of O=C(Cn1c(=O)n(-c2ccccc2)c(=O)c2oc3ccccc3c21)Nc1ccccc1 = .	-16	4	-1%
# Profile of Cc1cccc(NC(=S)Nc2cccc(C(F)(F)F)c2)n1 = .	31	.	-25%
# Profile of COc1ccc(N(CC(=O)NCC2CCCO2)S(=O)(=O)c2c(C)noc2C)cc1 (stereo not drawn) = 3%	61	2	0%

# (more compounds)
SMILES,15-hLO-2 inh,PNC inhibitor,IMPase inh,ALOX12 inhib
CCCSc1n[nH]c(NC(C)=O)n1,2%,?,4,5%
CC(C)NC(=O)NC(=O)COC(=O)C1CCCN1C(=O)c1cccs1 (stereo not drawn),-1%,-27,1,10%
Cn1c(SCC(=O)c2ccc(-c3ccccc3)cc2)nnc1-c1ccco1,?,?,-1,3%
N#CC1=C(Nc2ccccc2)SC=C(c2ccccc2)N=C1N1CCOCC1,16%,-12,9,6%
CCNC(=O)c1ccc(NS(=O)(=O)c2ccccc2)cc1,18%[2.29 µM],?,-1,3%
Cn1c(=O)c2c(nc(NCc3ccco3)n2C)n(C)c1=O,4%,-15,-2,0%
COc1cc2[nH]c(=O)n(Cc3ccc(C(=O)NCCCN4CCC(C)CC4)cc3)c(=O)c2cc1OC,24%,18,-10,-2%
CC(NC(=O)/C=C/c1ccco1)c1nc2ccccc2n1Cc1ccccc1F (stereo not drawn),.,0,.,-1%
CC(=O)CC(=O)NC1C2CC3CC(C2)CC1C3 (stereo not drawn),2%,4,-17,-3%
CCC(=O)Oc1c(S(=O)(=O)c2ccc(C)cc2)c(C)nn1C(C)(C)C,1%,-4,6,-3%
C=CCNC1=C2C[C@@H](C)C[C@H](OC)[C@H](O)[C@@H](C)/C=C(\C)[C@H](OC(N)=O)[C@@H](OC)/C=C/C=C(\C)C(=O)NC(=CC1=O)C2=O,14%[0.0915 µM],.,.,2%[0.00818 µM]
O=C(NC1CCCCCCC1)C1CCN(S(=O)(=O)N2CCC3(CC2)OCCO3)CC1,-4%,?,3,3%
O=C(O)C[C@H](S)C(=O)O,-6%[11.4 µM],.,.,1%[11.4 µM]
CCOC(=O)c1cccnc1NC(=O)c1ccccc1,.,-25,.,-2%
O=C(Cn1cccc1C(=O)c1ccccc1)NCc1ccc2c(c1)OCO2,4%,?,9,-6%
O=C(CCn1c(=O)sc2ccccc21)Nc1nc2ccccc2s1,-5%,-28,5,-7%
Cc1cc(C)c(OCCN2C(=O)NC(C)(C)C2=O)c(Cl)c1,-8%,12,6,6%
COc1cc(-c2nnc(-c3ccccc3)o2)cc(OC)c1OC,.,14,?,-3%
O=C(Nc1ccccc1N1CCCCC1)c1ccc(-c2cccc(Cl)c2)o1,.,-17,.,5%
COc1ccc(C(=O)NC(=S)N(CCC(C)C)c2c(N)n(Cc3ccccc3)c(=O)[nH]c2=O)cc1,.,0,-4,-7%
CCc1ccc2[nH]c(=O)c(CN(CCN3CCCC3)C(=O)NC3CCCCC3)cc2c1,43%[activator],?,5,-9%
O=C(c1cccs1)N(Cc1ccco1)C1CCS(=O)(=O)C1 (stereo not drawn),9%,?,-8,3%
CCOC(=O)c1[nH]c(C)c(C(=O)NC2CCN(C(=O)OCC)CC2)c1C,-11%,0,-4,-6%
COc1ccc(NC(=S)N/N=C2\CC(C)(C)Oc3ccc(OC)cc32)cc1,.,26,-10,-13%
O=C(CN1CCC(NC(=O)Nc2ccccc2-c2ccccc2)CC1)NCc1ccco1,8%[2.29 µM],28,4,5%
